# KCNK9 block – human KCNK9 channel inhibition; Q9NPC2; 310,000 compounds, 1.2% hits; B-score at 10 µM; HEK293 KCNK9, FluxOR thallium flux fluorescence; stronger effect = lower value;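 active = ratio B-score over 3 SD below the library mean, with starting fluorescence within 5 SD of its mean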;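 also: negative B-score means less thallium flux so channel inhibition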
# hERG rescue – shields human hERG channel from block by proarrhythmic agents | Q12809 | CHO-hERG, FluxOR thallium flux, dofetilide IC70 present | activation (rescue from dofetilide block), less the hit threshold, % at 10 µM | 310,000 compounds, 0.51% hits;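 active = activation above the mean of controls blocked by dofetilide plus 5 SD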;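 also: thallium influx through hERG after potassium depolarization seen as dye fluorescence rise; in these data hits start at about 4.7%; inactives centre near -7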
# PolyA inhibitor – inhibitors of polyadenylation in S. cerevisiae. 300,000 compounds, 0.02% hits. calls only at 12 µM. AID 1875. S. cerevisiae SKY197-pL101 polyadenylation reporter, beta-gal luminescence; efflux-impaired pdr1/pdr3 knockout yeast; score 100 = 6 SD above DMSO;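 active = lowest replicate activity score at least 50, where 100 means six control SD above control mean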;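 also: yeast exposed to compound for 9 h at 30 °C; higher score means more reporter readthrough which indicates perturbed polyadenylation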
# RGS4 pot – potentiators or activators of RGS4 | HEK293 M3R/inducible RGS4, carbachol calcium flux Fluo4; stronger effect = lower value | B-score at 10 µM | 310,000 compounds, 0.92% hits;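 active = B-score of the integrated calcium signal more than 4 SD below the library mean, with starting fluorescence not abnormally high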;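 also: negative B-score means reduced calcium response which marks RGS4 activation or potentiation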
#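 Detection: kinetic calcium fluorescence imaging with Fluo4-AM dye, 2 µM / Material: HEK293 cells with stable M3R and inducible RGS4 / Schedule: recording 10 s baseline at 1 Hz, 100 s post-agonist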
# HDAC3 inh – inhibitors of human histone deacetylase 3 | O15379 | 320,000 compounds, 0.15% hits | recombinant HDAC3, fluorogenic peptide/trypsin coupled, fluorescence | inhibition, % at 8.3 µM; in the data active = inhibition above about 26%, passing the limit was not always enough
# Target sequence (O15379 whole entry, looked up): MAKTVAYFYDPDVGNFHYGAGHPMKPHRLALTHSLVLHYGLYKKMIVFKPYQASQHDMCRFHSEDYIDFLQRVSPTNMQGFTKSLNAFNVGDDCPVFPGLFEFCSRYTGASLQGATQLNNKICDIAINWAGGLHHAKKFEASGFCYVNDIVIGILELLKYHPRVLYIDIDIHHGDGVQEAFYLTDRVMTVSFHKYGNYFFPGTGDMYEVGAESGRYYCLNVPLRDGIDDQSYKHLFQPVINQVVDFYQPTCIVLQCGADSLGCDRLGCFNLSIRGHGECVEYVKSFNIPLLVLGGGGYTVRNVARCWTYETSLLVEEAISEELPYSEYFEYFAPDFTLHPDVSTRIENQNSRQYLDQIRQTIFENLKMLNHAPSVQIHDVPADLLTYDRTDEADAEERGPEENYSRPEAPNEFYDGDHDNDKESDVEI
# GSK3beta inhib – blocks human GSK3beta kinase activity; activity score (negative = inhibition), % at 10 µM; GST-GSK3beta kinase, ADP-Glo luminescence, 60 min; stronger effect = lower value; P49841; 300,000 compounds, 0.038% hits;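 active = more than half of replicate wells score below -50%, meaning over 50% inhibition versus plate controls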;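 also: 0% = median DMSO wells and -100% = median GW8510 positive control wells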
# Target sequence (P49841 whole entry, looked up): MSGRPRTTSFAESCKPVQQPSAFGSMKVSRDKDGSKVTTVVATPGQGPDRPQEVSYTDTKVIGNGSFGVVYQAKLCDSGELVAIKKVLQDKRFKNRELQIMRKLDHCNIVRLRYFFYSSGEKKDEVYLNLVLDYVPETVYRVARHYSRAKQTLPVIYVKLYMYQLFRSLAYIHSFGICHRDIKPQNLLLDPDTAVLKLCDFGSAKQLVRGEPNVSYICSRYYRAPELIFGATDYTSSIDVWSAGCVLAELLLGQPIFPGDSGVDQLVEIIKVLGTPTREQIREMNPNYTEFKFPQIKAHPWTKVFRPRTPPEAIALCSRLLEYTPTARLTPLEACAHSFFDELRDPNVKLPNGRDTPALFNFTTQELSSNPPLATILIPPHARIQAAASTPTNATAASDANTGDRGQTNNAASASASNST
#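 Test system: GST-fused GSK3beta enzyme, cell-free | Quantity: 1.6 ng GST-GSK3beta enzyme per well | Reagent: 25 µM ATP with peptide substrate | Schedule: 60 min enzyme reaction, room temperature | Signal: Luminescent ADP-Glo measurement of ADP formed | Read-out basis: Score relative to plate controls | Control set: DMSO and 20 µM GW8510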
# GSK3A inh – blocks human GSK-3 alpha kinase; AID 2650; inhibition, % at 10 µM; 320,000 compounds, 0.1% hits; ADP-Glo luminescence, 60 min; P49840;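 in the data active = inhibition above about 50%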;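 also: GST-tagged GSK-3 alpha with peptide substrate and 25 µM ATP; 0% = DMSO neutral wells and 100% = GW8510 positive control wells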
# KCNK3 block – human KCNK3 channel inhibition, primary screen; O14649; CHO-KCNK3 thallium flux, FluxOR fluorescence; stronger effect = lower value; B-score at 10 µM; 340,000 compounds, 0.84% hits; AID 602410;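 active = B-score under library mean minus 4 SD, starting fluorescence ratio at most library mean plus 5 SD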;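 also: more negative B-score means stronger inhibition of thallium flux through KCNK3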
# KCNQ1 pot – potentiators or activators of human KCNQ1 potassium channel. P51787. CHO-K1 KCNQ1, thallium flux FluxOR fluorescence; stronger effect = higher value. B-score at 10 µM. 310,000 compounds, 0.35% hits. AID 2648;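 active = fluorescence ratio B-score, a plate-corrected score, at least three library SD, with initial intensity B-score within 5 SD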
#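 Schedule – 37 °C overnight plating, 90-min dark dye load, 20-min compound pretreatment · System – stable KCNQ1 CHO-K1 line · Probe or stimulus – thallium- and potassium-containing depolarizing buffer · Measured by – kinetic FluxOR fluorescence, 10 s baseline plus 110 s post-stimulus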
# KCNQ1 inh – inhibitors of human KCNQ1 potassium channel | P51787 | CHO-K1 KCNQ1, FluxOR thallium flux fluorescence; stronger effect = higher value | B-score at 10 µM | 310,000 compounds, 1.3% hits | AID 2642;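 active = compounds whose thallium flux B-score, printed positive for inhibition, exceeds three library SD while starting fluorescence stays within three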;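 also: channel opened by potassium depolarization with thallium stimulus after 20 min compound exposure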
# DYRK1A inh – inhibitors of rat Dyrk1A kinase | Q63470 | ADP-Glo luminescence, NFATc1 peptide | inhibition, % at 12.5 µM | 310,000 compounds, 0.43% hits; in the data active = inhibition above about 50%;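 also: plate controls were vehicle with enzyme for no effect and no enzyme for full effect; many of its hits are not listed in these tables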
# * marks the source's active call; other numbers are inactive results; i = inactive; / = not tested or not shown.
structure	hERG rescue	GSK3beta inhib	KCNQ1 inh	DYRK1A inh	KCNK3 block	KCNK9 block	RGS4 pot	GSK3A inh	PolyA inhibitor	KCNQ1 pot	HDAC3 inh
COc1ccccc1NC(=O)CSc1nnc2ccc(-c3cccnc3)nn12	-8.2	-2.1	i	6.0	i	i	i	-1.5	i	i	-2.0
Cc1cc(C)cc(OCC(=O)N2Cc3ccccc3CC2C(=O)O)c1 (stereo unspecified)	-5.1	-1.1	i	-6.9	i	i	i	-4.3	i	i	0.1
Cn1c(=O)oc2cc(S(=O)(=O)CCC(=O)N3CCN(c4ccccc4F)CC3)ccc21	-2.7	0.8	i	-0.9	i	i	i	-0.3	i	i	-2.0
O=c1c(Cl)c(NCc2ccccc2)cnn1C12CC3CC(CC(C3)C1)C2	-6.8	1.5	i	-5.2	i	i	i	-0.2	i	i	-12.8
N#Cc1nnn(Cc2ccccc2)c1N	-2.2	0.6	i	-1.0	i	i	i	-1.0	i	i	-2.8
COc1ccc(NC(=O)CSc2nc3c(c(=O)n2-c2ccccc2)SCC3)c(OC)c1	-13.1	-3.5	i	1.1	i	i	i	0.6	i	i	0.6
Cc1ccc(C[n+]2ccccc2)cc1	-6.0	-0.6	i	0.1	i	i	i	-5.1	i	i	-8.8
O=C(O)c1c(NC(=O)N(CCO)Cc2ccccc2)sc2c1CCCC2	-1.0	1.6	i	12.0	i	i	i	-15.9	i	i	0.8
Cc1ccc(-c2nsc(SCC(=O)NCc3ccc4c(c3)OCO4)n2)cc1	-4.7	0.3	i	-7.2	i	i	i	0.4	i	i	0.7
Cc1ccccc1Cn1nnc(-c2ccc(C(=O)O)cc2)n1	-2.1	-0.4	i	2.5	i	i	i	-3.1	i	i	-1.6
O=C(O)c1ccc(COc2ccc3c4c(c(=O)oc3c2)CCC4)o1	-7.8	2.2	i	7.9	i	i	i	4.2	i	i	-15.0
COc1ccc(C2=CC3=CC(=O)C(C)(O)C(=O)C3=CO2)cc1 (stereo unspecified)	-5.8	0.2	i	/	/	i	i	-0.7	i	i	3.5
CCCOc1cccc(C(=O)NCCNC(=O)c2cnccn2)c1	-3.5	-1.1	i	16.3	i	i	i	-0.4	i	i	-5.7
CC(/C=C/c1ccccc1F)=N\NC(=O)C(C)C	-9.0	-27.6	i	-4.8	i	i	i	-1.2	i	i	1.8
CCOCCCNC(=O)c1ccc2c(c1)ncn2C1CCCC1	-8.4	0.9	i	9.7	i	i	i	-2.3	i	i	-14.5
Cc1cccc(C2CC(c3ccc(Cl)cc3)Nc3nc(N)nn32)c1 (stereo unspecified)	-7.2	-0.1	i	-3.2	i	i	i	-3.1	/	i	13.0
CSC1=NC(C(Cl)(Cl)Cl)N=C(c2ccccc2)N1 (stereo unspecified)	8.6*	1.0	i	0.3	i	i	i	-0.7	i	i	10.0
NC(=O)CC(NC(=O)c1ccc(Br)cc1)c1ccc(NC2CCCCCCC2)c([N+](=O)[O-])c1 (stereo unspecified)	-1.5	0.1	i	1.5	i	-10.9*	i	-1.2	i	i	1.6
COc1ccc(S(=O)(=O)NCc2cn3c(C)csc3n2)cc1F	-4.9	-3.1	i	-1.4	i	i	i	-0.7	i	i	-1.3
CN(C)C(CNC(=O)C1CCN(C(=O)/C=C/c2ccccc2)CC1)c1ccccc1 (stereo unspecified)	-4.5	0.1	i	-4.2	i	i	i	-1.6	i	i	4.5
CC(=O)c1c(C)[nH]c(C(=O)OCC(=O)C(C)(C)C)c1C	0.9	-0.8	i	-7.1	i	i	i	-2.8	i	i	0.0
CSc1ccccc1C(=O)NC1CCCCC1	-12.2	-0.7	i	5.3	i	i	i	1.3	i	i	1.6
Cc1cc(=O)[nH]c(N/N=C/c2c(C)nn(-c3ccccc3Cl)c2Cl)n1	-5.1	/	i	/	i	-6.92*	i	/	i	i	-1.2
Cn1c(-c2cccs2)nc2ccccc21	-14.7	-2.4	i	-6.6	i	i	i	0.0	i	i	-18.4
CCOc1cc(/C=N/NC(=O)CN2CCCCC2)ccc1OCc1ccc(Cl)cc1	-6.8	-0.1	i	-7.7	i	i	i	1.6	i	i	-0.9
CC(C)(C)C1CCC2(CC1)Nc1cccc3cccc(c13)N2	-2.2	-1.9	i	2.1	i	i	i	1.7	i	i	-4.7
Cc1ccccc1-n1c(SCC(N)=O)nc2sc(-c3ccccc3)cc2c1=O	-9.2	0.7	i	-0.7	i	i	i	8.3	i	i	0.5
Cc1ccc(NCCC(=O)c2ccc(Cl)c(Cl)c2)cc1	-12.2	-3.8	i	4.6	i	i	i	-2.3	i	i	-0.8
COc1ccc(NC(=O)C2Cc3cccc(OC)c3O/C2=N\O)cc1 (stereo unspecified)	-1.8	-1.7	i	0.4	i	i	i	-2.2	i	i	-0.4
O=C(Nc1ccc(O)cc1)c1ccc2c(c1)C(=O)N(Cc1ccccc1)C2=O	-11.8	3.6	i	-3.6	i	i	i	-1.9	/	i	-2.4
Cc1[nH]c2ccccc2c1C1(O)C(=O)N(C(C)C)c2ccccc21 (stereo unspecified)	-9.9	-2.2	i	-1.1	i	i	i	3.6	i	i	1.4
CCOc1cc(CNc2ccc(CNc3ncn[nH]3)cc2)ccc1OCc1ccccc1	-6.7	-3.9	i	-2.0	i	i	i	-1.5	i	i	3.4
Cc1cc(C)n2cc(CSc3nnnn3C)nc2n1	-5.3	4.7	i	-0.9	i	i	i	-0.1	i	i	-17.3
COc1cccc(C2CC(=O)NC(SC)=C2C#N)c1 (stereo unspecified)	-7.8	1.0	i	2.2	i	i	i	-0.3	i	i	-14.3
CCN1CCN(C(=O)c2ccc(CSc3ccc(C)cc3)cc2)CC1	-5.4	3.4	i	/	i	i	i	-2.0	i	i	1.3
O=C(NCCCn1ccnc1)c1cccc(Br)c1	-15.5	-0.9	i	5.3	i	i	i	0.6	i	i	-6.0
CC(NS(=O)(=O)c1ccc(Cl)cc1)C(=O)NCc1ccco1 (stereo unspecified)	1.5	-3.2	i	-0.5	i	i	i	-0.5	i	i	-15.6
COc1cc(OC)cc(C(=O)Nc2cccc(C(C)=O)c2)c1	-12.5	3.3	i	5.2	i	i	i	/	i	i	4.3
CCn1c(O)c(/C=N/N=C2CCCC2)c2ccc(C3=NNC(=O)CC3)cc21	-14.3	-0.9	i	/	i	i	i	-2.6	i	i	1.1
COc1ccc2c(c1OC)C(=O)OC2C/C(=N\NC(N)=O)c1ccccc1 (stereo unspecified)	-11.8	-1.5	i	-4.5	i	i	i	-1.3	i	i	-0.9
Cc1cccc(C)c1NC(=O)CSc1nnc(C)c(=O)[nH]1	-5.8	-1.1	i	-69.6	i	i	i	-2.3	i	i	1.2
O=C(Nc1nnc(S(=O)(=O)N2CCCCCC2)s1)c1cccc(Br)c1	-12.0	-1.5	7*	3.8	i	i	i	-0.2	i	i	-12.1
CCCCN(C(=O)C(C)Oc1cccc(Cl)c1)c1c(N)n(CCC)c(=O)[nH]c1=O (stereo unspecified)	-7.9	1.7	i	8.7	i	i	i	-3.4	i	i	5.9
C=CCNC(=O)CN(c1cccc(Br)c1)S(C)(=O)=O	-10.2	-3.6	i	0.5	i	i	i	-0.2	i	i	0.7
COc1ccc(C(=O)NCCN2CCOCC2)c(OC)c1	-3.2	-1.1	i	-4.1	i	i	i	0.0	i	i	6.0

# Part of the list above, limited to KCNQ1 inh.
Molecule,KCNQ1 inh
Cc1[nH]c2ccccc2c1C1(O)C(=O)N(C(C)C)c2ccccc21 (stereo unspecified),i
CCOc1cc(CNc2ccc(CNc3ncn[nH]3)cc2)ccc1OCc1ccccc1,i

# Following part:
structure	hERG rescue	GSK3beta inhib	KCNQ1 inh	DYRK1A inh	KCNK3 block	KCNK9 block	RGS4 pot	GSK3A inh	PolyA inhibitor	KCNQ1 pot	HDAC3 inh
Cc1ccc(C)c(N2CCN(C(c3ccncc3)c3nnnn3Cc3ccccc3)CC2)c1 (stereo unspecified)	-0.1	1.4	i	-2.7	i	i	i	-1.6	i	i	-6.7
Cc1cccn2c(=O)c3cc(C(N)=S)c(=N)n(CCCN4CCOCC4)c3nc12	-18.8	-0.7	i	/	i	i	i	1.9	i	i	-28.3
NC(=O)NC(Cc1ccccc1)C(=O)O (stereo unspecified)	-13.6	-1.4	i	0.0	i	i	i	-2.0	i	i	-2.1
CCOc1cc(/C=C2\CCC/C(=C\c3cc(Cl)c(O)c(OCC)c3)C2=O)cc(Cl)c1O	-8.2	5.0	i	14.0	i	i	i	-1.2	i	i	-3.3
Cc1ccc(C)c(S(=O)(=O)N2CCN(C(C)C(=O)Nc3ccccc3-c3ccccc3)CC2)c1 (stereo unspecified)	-6.1	0.5	i	-0.9	i	i	i	-1.6	i	i	-2.0
Cc1c(C(=O)N2CC(C)OC(C)C2)oc2ccccc12 (stereo unspecified)	-8.0	2.1	i	-6.2	i	i	i	-2.2	i	i	-0.8
CC(C)CNS(=O)(=O)c1ccc(CCC(=O)NCc2cccnc2)cc1	-13.2	2.8	i	4.7	i	i	i	-3.6	i	i	1.2
CCCCC(=O)Nc1ccc(C(=O)OC2CCCCC2)cc1	-13.7	2.1	i	4.3	i	i	i	2.6	i	i	12.9
CNC(=O)c1cc2cc(OC)ccc2n1CCN(C)C	-2.8	1.1	i	-11.1	i	i	i	-1.6	i	i	-13.3
O=C(NC1CC2CCC(C1)N2C(=O)NCc1ccccc1)C1CC1 (stereo unspecified)	13.2*	2.3	i	-7.0	i	i	i	-5.4	i	i	2.9
O=c1c(-c2ccccc2)c(O)c2ccccc2n1-c1ccccc1	-4.7	3.6	i	6.0	i	i	i	-4.6	i	i	-27.3
COc1ccc(C(CNC(=O)c2cc(S(=O)(=O)NCc3ccccc3)ccc2C)N2CCOCC2)cc1 (stereo unspecified)	-9.2	2.6	i	1.0	i	i	i	-1.5	i	i	-0.7
CCOc1cccc(C(=O)Nc2cccc(C(C)=O)c2)c1	-6.3	-0.5	i	18.4	i	i	i	-1.5	i	i	2.6
COc1ccccc1/C=N/Nc1nc(C)c(C(C)=O)s1	-9.7	1.4	i	-3.3	i	i	i	-0.2	i	i	6.5

# Screening results as filed in PubChem BioAssay.

# A portion of the library; count on the stated rates, not on these rows.
